Screens (PubChem)
RGS4 inhibitor: human RGS4 inhibition | 390,000 compounds, 0.039% hits | Transcreener GDP fluorescence polarization, RGS4-accelerated GTP hydrolysis | AID 504845 | P49798 | Potency, µM (top dose mostly 114 µM), inactives show top-dose activity change, negative = inhibition, usual class: inhibitors; also: potency is read from the fitted curve at half-maximal effect; % is scaled to controls: 0 for no effect and ±100 for the full control effect; nearly all actives have a fitted effect of over 75% in size; some results filed as inactive show a strong effect at the top dose
Target sequence (P49798 whole entry, looked up): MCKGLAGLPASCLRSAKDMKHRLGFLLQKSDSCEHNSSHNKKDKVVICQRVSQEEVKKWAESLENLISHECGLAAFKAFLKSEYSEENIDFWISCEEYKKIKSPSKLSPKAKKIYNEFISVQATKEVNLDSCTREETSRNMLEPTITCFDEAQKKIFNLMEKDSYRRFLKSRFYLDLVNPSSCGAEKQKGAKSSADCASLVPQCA
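MLSMR compounds (23 nl, pin-transferred) preincubated 10 min at room temperature with a 500nM (2x) first reagent, then RGS4 at 900nM (2x) plus Transcreener GDP mix added; fluorescence polarization (620/688 nm) read before and after 90 min at 30 °C.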
D2 ag: activates the human D2 dopamine receptor | HEK293 T-REx D2 cells, calcium flux agonist mode | activation, % at 2 µM | 340,000 compounds, 0.53% hits | AID 485358;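 active = activation over 3 SD above normal in the single-dose calcium agonist read, cut at about 30% in these data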; also: 0% is about no effect
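Tetracycline-induced HEK293 Trex cells with D2 receptor force-coupled to calcium signaling, plated overnight at 30 C and loaded with no-wash calcium dye. Calcium flux read kinetically for 180 s after compound addition; responses flag agonists.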
D2 antag: antagonizes the human D2 dopamine receptor | 340,000 compounds, 2% hits | HEK293 TREx D2 cells, calcium flux, dopamine EC80 | inhibition, % at 10 µM | P14416 | AID 485344; in the data active = inhibition above about 30%; also: 0% is about no effect
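Antagonism is scored as inhibition of an EC80 dopamine-evoked calcium signal in a force-coupled, tetracycline-inducible HEK293 T-REx D2 line, with compound present 180 s before agonist.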
GRP78 ERSR act: ER stress response induction in glioma; Potency, µM, for the others: at the highest dose activation, most hits filed as activators; AID 602332; 420,000 compounds, 0.02% hits; U87-MG GRP78 promoter luciferase reporter, 16 h; also: potency is read from the fitted curve at half-maximal effect; series mostly up to about 76 µM; % of control where 0% means no effect; nearly all actives have a fitted effect of over 35% in size
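Stably transfected U87-MG human glioma cells carrying a GRP78-based luminescent sensor were seeded at 1000 cells/well, pin-dosed with compounds and incubated 16 h. Luciferase reagent was then added, and end-point luminescence was read after 10 min at room temperature.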
Vif-APOBEC3G blk: inhibitors of Vif-APOBEC3G interaction; 410,000 compounds, 0.076% hits; Q9HC16; HeLa A3G-eYFP + Vif (tagged APOBEC3G with the HIV-1 protein that degrades it), YFP fluorescence, overnight; Potency, µM (highest dose often 46.1 µM), without a hit: top-dose activity, negative = active, hits mostly inhibitors;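 also: potency is read from the fitted curve at half-maximal effect; % is scaled to controls: 0 for no effect and ±100 for the full control effect; nearly all actives have a fitted effect of over 60% in size; hits raise eYFP signal because A3G escapes Vif-driven loss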
Target sequence (Q9HC16 whole entry, looked up): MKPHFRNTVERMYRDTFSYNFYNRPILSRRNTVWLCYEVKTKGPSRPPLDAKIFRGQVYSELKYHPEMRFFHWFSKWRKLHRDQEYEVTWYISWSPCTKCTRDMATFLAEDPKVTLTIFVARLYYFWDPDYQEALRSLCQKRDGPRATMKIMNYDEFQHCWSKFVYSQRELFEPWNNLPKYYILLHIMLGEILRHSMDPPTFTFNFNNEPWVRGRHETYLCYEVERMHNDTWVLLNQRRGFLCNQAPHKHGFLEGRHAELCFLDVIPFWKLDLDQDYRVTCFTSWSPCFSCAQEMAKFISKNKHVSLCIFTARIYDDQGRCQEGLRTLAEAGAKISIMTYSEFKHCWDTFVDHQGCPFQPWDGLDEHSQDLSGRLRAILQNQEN
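HeLa cells stably expressing Vif and C-terminally eYFP-tagged A3G, seeded overnight at 37 deg C, then exposed to compound by pintool overnight at 37 deg C. Rise in yellow fluorescence (Ex 488/Em 500-530, Acumen) marks blocked Vif-driven A3G degradation.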
ALOX12 inh: inhibitors of human 12S-lipoxygenase ALOX12 | P18054 | purified 12hLO, xylenol orange hydroperoxide absorbance | Potency, µM (top dose mostly 108 µM), inactives show top-dose activity change, negative = inhibition, usual class: inhibitors | 580,000 compounds, 1.1% hits | AID 1671190; also: potency is read from the fitted curve at half-maximal effect; % is scaled to controls: 0 for no effect and ±100 for the full control effect
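Purified human 12hLO (150 nM final) in 25 mM Hepes, 0.01% Triton X-100, pH 7.0 was preincubated 15 min at room temperature with compound. Then 40 uM arachidonic acid was added, 30 min. Hydroperoxide was read by Fe-XO absorbance ratio 573/405 nm.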
ERG Ets-DNA blk: ERG Ets/DNA interaction inhibition | P11308 | fluorescence polarization, His-ERG Ets domain / labelled DNA | Potency, µM (top dose mostly 76.9 µM), inactives show at the highest dose FP activity, negative = inhibition, most hits filed as inhibitors | 370,000 compounds, 0.028% hits; active = well fitted inhibition curve with a large enough effect in the polarisation, with a control signal flat; inconclusive = small, poorly fitted or top-dose-only effect, or effect the other way, or a change in a side signal; inactive = no such curve, though single readings can be large or run the other way; the % refers to the polarisation;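 also: polarization taken with two DNA probes labelled with fluorescein and Texas red; potency is read from the fitted curve at half-maximal effect; % of control where 0% means no effect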
Target sequence (P11308 whole entry, looked up, the tested form may be a part): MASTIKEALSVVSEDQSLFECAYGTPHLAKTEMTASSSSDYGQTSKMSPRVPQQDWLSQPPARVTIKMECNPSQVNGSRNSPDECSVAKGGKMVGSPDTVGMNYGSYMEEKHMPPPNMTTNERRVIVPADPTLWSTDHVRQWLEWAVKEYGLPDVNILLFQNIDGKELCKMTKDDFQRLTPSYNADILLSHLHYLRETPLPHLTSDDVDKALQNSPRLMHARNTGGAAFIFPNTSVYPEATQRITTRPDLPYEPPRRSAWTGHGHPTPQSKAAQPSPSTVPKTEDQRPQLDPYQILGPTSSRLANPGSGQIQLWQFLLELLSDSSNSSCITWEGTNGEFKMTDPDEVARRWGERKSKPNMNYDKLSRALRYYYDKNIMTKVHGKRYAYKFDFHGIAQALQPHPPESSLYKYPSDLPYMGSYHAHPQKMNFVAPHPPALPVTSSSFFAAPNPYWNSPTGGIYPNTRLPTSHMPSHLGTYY
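His-tagged ERG Ets domain (1 uM in the protein solution; 300mM KCl, 50mM Tris-HCl, 1mM EDTA, 1mM DTT, pH 7.5) received compound, then a probe mix of 5 nM fluorescein-DNA and 100nM Texas-615-DNA. Fluorescence polarization was read for both dyes.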
Vif-APOBEC3F blk: inhibitors of Vif-A3F interaction | HeLa A3F-eYFP + Vif (tagged APOBEC3F with the HIV-1 protein that degrades it), YFP fluorescence increase | Potency, µM (titrated, usually from 46.1 µM), for the others: at the top dose activity, negative = active | 390,000 compounds, 0.2% hits; also: potency is read from the fitted curve at half-maximal effect; % of control where 0% means no effect; nearly all actives have a fitted effect of over 65% in size
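HeLa cells stably expressing A3F-eYFP plus Vif, plated and incubated overnight at 37 deg C, then exposed to compounds overnight at 37 deg C. Blocked degradation read as raised yellow fluorescence (Ex 488/Em 500-530).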
LDHA inh: LDHA (human) enzyme inhibition; activity change, % (values are at about 110 or 230 µM); 480,000 compounds, 0.15% hits; AID 1347041; P00338; purified LDHA, NADH/diaphorase-resazurin fluorescence; stronger effect = lower value; in the data active = activity change below about -30%; inconclusive = mostly about -25% to -30%;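 also: plate controls were DMSO wells for no effect and wells without enzyme for full effect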
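LDH5 2 nM; NADH 0.06 mM, pyruvate 0.2 mM; 200 mM Tris pH 7.4, EDTA, Tween-20; 5 min RT. Detection: diaphorase 0.133 mg/mL + resazurin 37 µM, fluorescence ex540/em590 at 0 and 20 min; normalized to enzyme-free and DMSO wells.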
An asterisk follows results filed as active; u = inconclusive; x = no result given; & = joins results of further samples; [ ] = remark or other dose. Unless noted, calls follow the shape of the dose curve; as a rule, active = well fitted curve in the direction sought with a large enough effect; inconclusive = small, poorly fitted or top-dose-only effect, or another doubt; inactive = no such curve, though single readings can be large; an effect the other way counts as inactive or inconclusive.

SMILES	RGS4 inhibitor	D2 ag	D2 antag	GRP78 ERSR act	Vif-APOBEC3G blk	ALOX12 inh	ERG Ets-DNA blk	Vif-APOBEC3F blk	LDHA inh
O=C(COC(=O)C1CC1)Nc1ccc([N+](=O)[O-])cc1C(F)(F)F	-5%	-0.6	10	-2%	-6%	5%	11%	5%	2
COCCN(C(=O)COC(=O)c1c(C)nn(-c2ccccc2)c1C)c1c(N)n(Cc2ccccc2)c(=O)[nH]c1=O	x	x	x	-3%	-7%	-18%	x	1%	-2
COc1ccc(SCCN2CCN(C)CCC2=O)cc1	14%&13%	1.1	-8	-3%&-2%	0%&0%	6%	1%	-4%	0
NS(=O)(=O)c1ccc(CCn2c(=S)[nH]c3ccccc3c2=O)cc1	-5%	0.8	-7	-5%	-10%	-5%	12%	-13%	-3
CN(C(=O)COC(=O)c1ccc2ccccc2n1)C1CCCCC1	-36%	x	x	-1%	0%	-29%	9%	0%	0
O=C(CSc1nnc(-c2c[nH]c3ccccc23)o1)N1c2ccccc2CCc2ccccc21	-5%	0.6	-1	-5%	1%	7%[57.4 µM]	x	0%	-1
CCN(CC)S(=O)(=O)c1ccc(C(=O)NCC(=O)NCc2ccc3c(c2)OCO3)cc1	x	x	x	-1%	2%	25%	x	-1%	0
COc1ccc(N2CCN(C(=O)Cn3cnc4c3c(=O)n(C)c(=O)n4C)CC2)cc1	-14%	1.7	-14	0%	-2%	-11%	3%	-4%	2
O=C(COc1ccccc1CNCc1ccccc1)Nc1ccccc1	11%	0.5	6	-6%	0%	-9%	-4%	-3%	-6
C=C(C)c1cccc(C(C)(C)NC(=O)NCc2ccc(OC)cc2)c1	2%	-0.5	9	-7%	0%	-14%	-4%	8%	-3
CC1CCN(c2c(NCC3CCC(C(=O)NC4CCCCCC4)CC3)c(=O)c2=O)CC1 (centres undefined)	17%[56.9 µM]	-1.1	-5	-2%	-8%	0%	-1%	0%	-6
Cc1c(C(=O)N(Cc2ccc(N(C)C)cc2)C2CCS(=O)(=O)C2)oc2ccccc12 (centres undefined)	5%&-13%	-0.1&-0.5	x	-4%&-3%	-5%&-11%	u	15%&-5%	u	14&5

As entered above:
NS(=O)(=O)c1ccc(CCn2c(=S)[nH]c3ccccc3c2=O)cc1 in ERG Ets-DNA blk: 12%
COCCN(C(=O)COC(=O)c1c(C)nn(-c2ccccc2)c1C)c1c(N)n(Cc2ccccc2)c(=O)[nH]c1=O in Vif-APOBEC3G blk: -7%

Next part:
SMILES	RGS4 inhibitor	D2 ag	D2 antag	GRP78 ERSR act	Vif-APOBEC3G blk	ALOX12 inh	ERG Ets-DNA blk	Vif-APOBEC3F blk	LDHA inh
Nc1c(C(=O)NCc2ccco2)c2nc3ccccc3nc2n1CCc1ccc(F)cc1	u	0.1	-10	1%	-6%	u	-7%	-17%	8
COc1ccc(C(=O)Nc2ccccc2NC(=O)c2ccco2)c(OC)c1	-3%	-0.7	8	-1%	1%	-9%	9%	2%	-20
CCCCN(C)C(=O)c1nc2ccccn2c1CNC1CCC1	13%	0.6	-14	0%	0%	3%	2%	3%	-8
Cc1cccc(NC(=O)c2nc[nH]c2C(=O)NCC(=O)OCc2ccccc2)c1	32%	0.7	6	-2%	-2%	-5%	8%	7%	-1
CCCCN(Cc1ccco1)S(=O)(=O)c1ccc(-c2ccc(=O)[nH]n2)s1	3%[11.4 µM]	-0.6	-12	-6%	1%	-29%	0%	0%	-2
CCOC(=O)Cc1csc(NC(=O)CSc2nnc(-c3cccnc3)n2Cc2ccco2)n1	1%	-0.4	10	-4%	-2%	12%	-3%	-4%	-3
COc1ccccc1CCc1nnc(CCC(=O)NCCOc2cccnc2)o1	1%	0.6	2	-3%	-5%	-3%	-4%	1%	-17
O=C(COC(=O)c1cc(F)c(F)cc1Cl)NC1CC1	10%	-0.1	14	1%	-1%	-1%	-4%	-6%	-7
O=C(NCc1ccccn1)C1CCC(=O)N1C1CCCC1 (centres undefined)	0%	x	x	-1%	1%	u	10%	-4%	-9
COC(=O)CC1=C(C(=O)OC)C(c2ccc3c(c2Cl)OCO3)C(C#N)=C(N)O1 (centres undefined)	0%	1.6	22	-4%	4%	-16%	-8%	-12%	2
O=C(/C=C/c1cccc([N+](=O)[O-])c1)NCCSc1ccccc1	5%	-0.8	-14	u	0%	30%	-10%	-9%	-10
O=C(Cn1cc2c(n1)CCCCC2)N1CCc2ccccc2C1	-23%	0.4	0	-2%	-2%	193%[activator]	15%	-5%	2
Cc1ccc(Cc2c(-c3ccc(C#N)cc3)nc3c(C)cc(Br)cn23)cc1	x	x	x	-2%	-6%	u	x	x	-5
Cc1c(C(=O)Nc2ccc3nc(N4CCOCC4)sc3c2)oc2ccccc12	15%	0.3	-13	-1%	-6%	-23%	0%	4%	-1
Nc1nc2c([N+](=O)[O-])cccc2s1	21%	0.0	0	-3%	2%	0%	-5%	-5%	-5
COC(=O)C1(C)NC(c2ccc(Cl)cc2)C2C(=O)N(c3ccccc3)C(=O)C21 (centres undefined)	8%	0.4	4	2%	0%	8%	7%	-4%	-7
Cc1ccc(NC(=O)COC(=O)c2cccnc2Cl)cc1S(=O)(=O)N1CCCCC1	-13%	14	19	-2%	0%	0%	4%	-10%	-3
COc1ccc(C(=O)NC2CCN(S(=O)(=O)Cc3ccccc3)CC2)c(OC)c1	54%	x	x	-3%	0%	-14%	1%	x	-3
CC(=O)Nc1ccc(NC(=O)c2oc3c(c2C)-c2nn(Cc4ccccc4Cl)cc2CC3)cc1	10%	0.9	x	7%	-29%	u	-6%	-18%	10
CCOC(=O)Cc1csc(NC(=O)c2c(C)noc2C)n1	30%	x	x	3%	-2%	0%	-7%	-7%	2
CCCCCCn1c(SCC(=O)c2c(N)n(C)c(=O)n(C)c2=O)nc2ccccc21	7%	-0.4	-19	-2%	1%	486%[activator]	4%	x	-4
COCCN(C(=O)CN1CCN(S(=O)(=O)c2ccc(F)cc2)CC1)c1c(N)n(Cc2ccccc2)c(=O)[nH]c1=O	-12%	-0.4	-6	-1%	1%	-28%	-11%	-1%	-1
CCOC(=O)c1[nH]cnc1C(=O)N1CCN(C(=O)OC(C)(C)C)CC1	3%	0.3	31*	-5%	1%	-8%	0%	6%	0
CC1CCCCC12NC(=O)N(CC(=O)Nc1cccnc1)C2=O (centres undefined)	x	x	x	-1%	1%	-23%	x	0%	2
O=C(CN1CCN(Cc2ccccc2)CC1)N/N=C/C=C/c1ccccc1[N+](=O)[O-]	-6%	-0.7	3	5%	-4%	-5%	10%	-2%	-9
O=C(Nc1cccc(C(F)(F)F)c1)C1CCCCC1	-8%[11.4 µM]	0.4	-3	-4%	2%	117%	-8%	4%	-5
COc1cc([N+](=O)[O-])ccc1NC(=O)C[n+]1ccccc1	-15%	1.2	12	-2%	-1%	-8%	3%	-18%	-2
NC(=O)c1ccc2c(=O)n3c(-c4cccs4)csc3nc2c1	-1%	x	x	-2%	-4%	u	-10%	3%	0
CCOc1ccc2nc(C(C)O)[nH]c2c1 (centres undefined)	2%	1.0	-4	-1%	1%	6%	10%	10%	6
Cc1cccc(NC(=O)CSc2nnc(C)c(=O)n2N)c1C	-3%	1.3	18	-6%	2%	-22%	-1%	6%	-9
O=C(O)c1ccc(NS(=O)(=O)c2cccc(S(=O)(=O)c3ccc(Cl)c(Cl)c3)c2)cc1	2%	2.2	5	-1%	1%	x	3%	2%	-15
COc1ccccc1NC(=O)CSc1nnc(CNC(=O)c2ccccc2F)o1	-6%	-0.2	2	-3%	2%	0%	0%	2%	-1
O=C(c1cc([N+](=O)[O-])ccc1Cl)N1CCN(c2ccc([N+](=O)[O-])cc2)CC1	-5%	-0.4	41*	-7%	2%	u	16%	2%	-5
COc1cccc(CSc2nc3n(n2)C(c2ccc(C(=O)O)cc2)C(C(=O)Nc2ccccc2)=C(C)N3)c1 (centres undefined)	-10%	x	x	-4%	1%	-28%	-1%	-7%	-2
Cc1nn(-c2ccccc2)c(C)c1/C=N/N1CCN(c2ccccn2)CC1	-4%	19	16	3%	2%	-3%	-4%	3%	-8
CCOc1ccc(NC(=S)NC(=O)C2CCCC2)cc1	u	-0.1	6	5%	1%	u	-19%	u	-2
NC(c1ccccc1)c1csc(Nc2ccc(C(=O)NCCO)cc2)n1 (centres undefined)	x	x	x	-5%	-1%	23%	x	x	-8
COc1ccccc1C(=O)NC(C)c1ccc(-n2ccnc2)cc1 (centres undefined)	13%	-1.4	-8	2%	-1%	11%	6%	1%	-12
O=C(CSc1nc2c([nH]c3ccccc32)c(=O)n1-c1ccc(F)cc1)N1CCCc2ccccc21	19%	x	x	-2%	-2%	-11%	0%	3%	-6
O=C(NC1CCCC1)C(c1c[nH]c2ccccc12)N(C(=O)Cn1nnc(-c2ccc(Cl)cc2)n1)c1ccccc1 (centres undefined)	49%	-0.1	8	-3%	-5%	-23%	-3%	-10%	-7
Cc1ncc([N+](=O)[O-])n1CC(=O)Nc1cc(Cl)ccc1Cl	9%	-0.9	9	-2%	1%	-23%	-6%	3%	-2
CCS(=O)(=O)c1nc(S(=O)(=O)c2ccc(C)cc2)c(NCCN2CCOCC2)s1	16%	-0.1	-4	-4%	5%	2%	-11%	-7%	-2
OCC[C@H]1C[C@H](O)[C@@H](O)[C@]2(Cc3ccccc3CO2)O1	-7%	0.6	-1	-5%	0%	12%	-4%	-5%	3

These rows are one share of the data; rates above refer to the full screens.
